Screening results (PubChem)
EPAC1 antag: blocks human EPAC1 exchange factor; O95398; EPAC1 GEF assay, Rap1b-BODIPY-GDP exchange fluorescence; Potency, µM (top dose mostly 115 µM), without a hit: at the top dose activity change, negative = inhibition, usual class: inhibitors; 360,000 compounds, 0.14% hits; AID 720709;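 further: potency means the concentration at half of the fitted maximal effect; plate controls were vehicle for no effect and positive control for full effect; nearly all actives have a fitted effect of over 50% in size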
PI5P4Ka inh: inhibitors of human PI5P4K alpha. 330,000 compounds, 1.2% hits. PI5P4Kalpha enzyme, ADP-Glo luminescence, 60 min; hits give low values. max response, %; active means max response of -50% or lower; inconclusive means between -30% and -50%; inactive means -30% or higher; further: value at the top dose of about 77 µM; on the % scale 0 is the no-effect control and ±100 the full control effect
Target sequence (P48426 whole entry, looked up): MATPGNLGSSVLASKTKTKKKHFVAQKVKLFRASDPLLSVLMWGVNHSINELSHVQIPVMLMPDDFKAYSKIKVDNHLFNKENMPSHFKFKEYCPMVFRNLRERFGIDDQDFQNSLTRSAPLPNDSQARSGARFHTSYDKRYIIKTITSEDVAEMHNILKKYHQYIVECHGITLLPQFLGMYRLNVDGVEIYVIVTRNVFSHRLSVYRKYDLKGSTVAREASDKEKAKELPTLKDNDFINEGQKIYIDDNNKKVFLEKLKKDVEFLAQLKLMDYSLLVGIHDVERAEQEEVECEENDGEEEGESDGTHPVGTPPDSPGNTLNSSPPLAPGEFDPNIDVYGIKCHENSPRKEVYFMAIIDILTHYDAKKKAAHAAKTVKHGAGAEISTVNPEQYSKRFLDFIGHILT
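ADP-Glo luminescence end-point after a 60 min room-temperature kinase reaction. PI5P4Kalpha and substrate in HEPES pH 7.4 buffer with EGTA, 0.1% CHAPS and 5% DMSO; ATP at 5 microM final.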
EPAC1 ag: agonists of human EPAC1; EPAC1 agonist qHTS, biochemical assay; response scale: 100% = response to 6.5 mM cAMP; Potency, µM (series often up to 154 µM), inactives show top-dose activation, usual class: activators; 360,000 compounds, 0.073% hits; AID 720707; further: potency means the concentration at half of the fitted maximal effect; nearly all actives have a fitted effect of over 60% in size
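Multi-concentration qHTS readout: loss of Rap1B-bound BODIPY-GDP fluorescence driven by 100 nM EPAC1 with excess GDP (50 uM), monitored kinetically at room temperature; agonist response expressed relative to 6.5 mM cAMP.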
GLP-1R agonist: GLP-1 receptor (human) agonism; P43220; HEK293 GLP-1R CRE-luciferase, luminescence, 4-6 h; cells express a hypersensitive GLP-1R form; Potency, µM (doses to about 45.6 µM), without a hit: top-dose activation, hits mostly activators; 380,000 compounds, 0.007% hits; further: potency means the concentration at half of the fitted maximal effect; % of control where 0% means no effect
GLP1R cytotox: cytotoxic in the GLP-1 receptor inverse agonist counter-screen; HEK293 cAMP-luciferase reporter cells, luminescence, 24 h; Potency, µM (titrated, usually from 38.3 µM), without a hit: top-dose activity change, negative = inhibition, actives largely listed as inhibitors; 410,000 compounds, 0.13% hits;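 further: loss of luciferase light is scored as toxicity; potency means the concentration at half of the fitted maximal effect; on the % scale 0 is the no-effect control and ±100 the full control effect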
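1536-well qHTS counterscreen of the MLSMR; 200 cells/uL, 12 h pre-incubation, 23 nL cpd, 24 h at 37 deg C 5% CO2, luciferase detection reagent, 12 min RT, luminescence. Inhibition = undesired.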
GLP-1R inv ag: GLP-1 receptor (human) inverse agonism | P43220 | HEK293 GLP-1R CRE-luciferase, luminescence, 24 h; GLP-1R form is constitutively active | Potency, µM (doses to about 38.3 µM), without a hit: at the top dose activity change, negative = inhibition, most hits filed as inhibitors | 410,000 compounds, 1.6% hits; further: potency means the concentration at half of the fitted maximal effect; on the % scale 0 is the no-effect control and ±100 the full control effect; nearly all actives have a fitted effect of over 55% in size
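Inverse agonism was detected as reduced cAMP-driven luciferase luminescence after 24 h compound treatment. The cells were HEK293 clones expressing constitutively active human GLP-1R with the reporter. Reporter-only and GPR119 cell lines served as counterscreen controls.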
PTHR1 ag: activates the human parathyroid hormone receptor PTHR1; HEK293 GP2 PTHR1 cells, GloSensor cAMP luminescence, 1 h; 410,000 compounds, 0.075% hits; Q03431; Potency, µM (highest dose often 115 µM), inactives show at the highest dose activation, actives largely listed as activators; further: potency means the concentration at half of the fitted maximal effect; nearly all actives have a fitted effect of over 55% in size; some results filed as inactive show a strong effect at the top dose; inactives centre near -15; many of its hits are not listed in these tables
Target sequence (Q03431 whole entry, looked up): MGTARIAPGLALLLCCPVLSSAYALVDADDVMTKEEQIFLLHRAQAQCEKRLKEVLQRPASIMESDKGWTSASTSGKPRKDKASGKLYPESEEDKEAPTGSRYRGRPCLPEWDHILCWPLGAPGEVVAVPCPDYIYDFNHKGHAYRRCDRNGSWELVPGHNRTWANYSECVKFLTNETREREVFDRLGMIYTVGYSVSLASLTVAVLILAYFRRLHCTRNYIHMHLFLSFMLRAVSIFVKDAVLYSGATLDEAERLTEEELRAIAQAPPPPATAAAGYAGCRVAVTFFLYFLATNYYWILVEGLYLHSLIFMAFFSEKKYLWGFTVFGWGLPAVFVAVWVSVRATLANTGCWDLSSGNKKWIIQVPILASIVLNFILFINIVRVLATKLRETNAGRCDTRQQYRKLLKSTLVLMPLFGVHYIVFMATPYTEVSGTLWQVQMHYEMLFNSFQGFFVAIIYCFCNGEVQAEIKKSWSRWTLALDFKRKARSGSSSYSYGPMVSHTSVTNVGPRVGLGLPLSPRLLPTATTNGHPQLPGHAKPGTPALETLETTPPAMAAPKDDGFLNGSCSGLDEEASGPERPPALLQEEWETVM
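HEK-293-derived GP2 cells expressing PTHR1 and a GloSensor cAMP reporter, 3,000/well, plated overnight, given luciferin plus IBMX (each 0.5 mM as added) for 1 h at 37 °C, then compound for 1 h at 37 °C. Luminescence was read after 15 min at room temperature.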
IL2 activator: activates IL-2 in a cell-based reporter assay | activation, % (series mostly up to about 46 µM) | IL-2 activation reporter assay, cell-based qHTS; stimulated with anti-CD3/CD4/CD28 beads; in transgenic mouse T cells | 360,000 compounds, 0.065% hits | AID 652025; in the data active means activation above about 50%; inconclusive means mostly about 30% to 49%; further: 0% is about no effect
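Screening format: compound pinned onto unstimulated transgenic mouse T cells, 60 min incubation, then anti-CD3/anti-CD4/anti-CD28 bead stimulation for 18 hours at 37 degrees C, followed by EGFP and DsRed detection.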
PLK1 PBD block: PLK1 (human) polo-box domain binding inhibition | P53350 | Plk1 PBD binding of FITC phosphopeptide, fluorescence polarization | Potency, µM, inactives show max response, negative = inhibition, actives largely listed as inhibitors | 360,000 compounds, 2.8% hits | AID 720504; further: potency means the concentration at half of the fitted maximal effect; series mostly up to about 57 µM; on the % scale 0 is the no-effect control and ±100 the full control effect; nearly all actives have a fitted effect of over 65% in size
* marks the source's active call; other numbers are inactive results; i = inactive; u = inconclusive; x = not tested or not shown; [ ] = dose if it differs, or a comment. Unless noted, the call rests on the fitted dose curve; in most records, active means well fitted curve in the direction sought with a large enough effect; inconclusive means small, poorly fitted or top-dose-only effect, or another doubt; inactive means no such curve, though single readings can be large; an effect the other way counts as inactive or inconclusive. Some of the compounds tested. The share of hits here may be higher or lower than overall.

SMILES	EPAC1 antag	PI5P4Ka inh	EPAC1 ag	GLP-1R agonist	GLP1R cytotox	GLP-1R inv ag	PTHR1 ag	IL2 activator	PLK1 PBD block
COc1ccc(OCc2nnc(SCC(=O)NC3CC4CCC3C4)o2)cc1 (stereo not drawn)	-2.3%	-8.1	2.9%	10.9%	-2.1%	u	i	-2.4	-9.1%
CC(C)OC(=O)c1c(NC(=O)CCC(=O)O)sc2c1CCCCC2	10.4%	9.6	-17.1%	1.2%	u	0.0%	-67.5%[inhibitor]	-2.5	-10.8%
O=C(Nc1ccc2ccccc2c1)c1cccc(F)c1	-5.5%	10.5	-16.5%	6.3%	1.9%	u	-36.9%[inhibitor]	0.1	-9.7%
O=C(O)c1cc(-c2ccc(Cl)c(Cl)c2)n(-c2ccc(F)cc2)n1	8.6%	4.7	-15.5%	-1.1%	3.4%	-1.2%	i	-0.2	-29.1%
NC(=O)N/N=C/c1ccc(OCc2cccc(Cl)c2)cc1	-4.3%	-5.6	3.2%	7.4%	-18.8%	69.1%[activator]	i	-0.3	0.4%
CN(C(=O)COC(=O)c1cccc(S(=O)(=O)N2CCCCCC2)c1)C1CCS(=O)(=O)C1 (stereo not drawn)	8.2%	-1.1	-0.9%	1.1%	11.0%	-6.8%	-8.0%	-5.4	-1.0%
COC(=O)c1c(C)[nH]c(C=O)c1-c1ccccc1	5.2%	1.2	4.5%	22.3%	-5.4%	29.9%	i	1.6	-0.3%
Nc1cc(=O)n(Cc2ccccc2)c(=O)n1Cc1ccccc1	1.9%	-6.9	-4.5%	7.5%	17.1%	15.5%	-14.4%	-3.4	-11.9%
COc1ccc(NC(=O)c2ccc(-c3ccc(OC)cc3)s2)cc1	2.7%	1.4	-0.6%	2.9%	-7.7%	-1.6%	i	-2.9	7.1%
CCn1c(C)nnc1SCC(=O)Nc1ccc(OC)cc1	5.4%	2.1	-1.0%	-1.0%	4.4%	5.8%	-18.0%	-1.6	-0.8%
O=C(c1noc2c1CCCC2)N1CCC(CO)(Cc2ccccc2Cl)CC1	-9.6%	-7.1	8.5%	10.3%	0.1%[7.66 µM]	6.3%[7.66 µM]	-33.2%[inhibitor]	0.2	-5.4%
CCOC(=O)c1cc(-c2csc(Nc3c(C)cc(C)cc3C)n2)on1	-24.2%	12.9	-7.6%	-19.4%	-0.4%	-10.9%	-20.3%	-1.1	-0.8%
C=CCN1C(=O)C2(OCCCO2)c2cc(C)ccc21	-1.3%	-2.4	10.5%	-2.5%	-6.3%	-5.2%	-14.4%	-1.0	-4.0%
Cc1ccc(N(CC(=O)Nc2ccc(C)cc2C)S(=O)(=O)N2CCCC2)cc1	-8.0%	x	8.0%	20.9%	1.5%	u	i	18.4	4.7%
CC(NC(=O)CCN1C(=O)c2ccccc2C1=O)c1ccc2c(c1)CCCC2 (stereo not drawn)	-1.0%	2.0	-12.4%	-0.6%	-2.5%	5.4%	-3.1%	0.6	-5.9%
Cc1ccc(OCC(=O)Nc2ccc(N3CCN(C(=O)c4ccco4)CC3)cc2)cc1	-7.9%	8.0	-6.1%	6.5%	-3.4%	u	-1.2%	-1.4	-8.2%
Cc1ccc2cc(C3CC(c4ccco4)=NN3C(=O)CCC(=O)O)c(Cl)nc2c1 (stereo not drawn)	2.0%	-16.3	-8.0%	-1.2%	-12.4%	-0.3%	-22.5%	0.0	u
NC(=O)c1ccc(SCC(=O)OCC(=O)N2CCCC2=O)c([N+](=O)[O-])c1	6.0%	-5.2	7.4%	-7.2%	11.0%	-9.8%	i	-0.9	-17.7%
CCCc1cc(=O)[nH]c(SCC(=O)NC)n1	3.3%	x	5.8%	-12.6%	2.7%	10.5%	-25.5%	1.4	-6.0%
O=C(Cn1cc(C(=O)c2cccs2)c2ccccc21)NC1CCCCC1	-1.9%	x	15.3%	-8.4%	0.9%	u	7.7%	-1.2	-5.7%
Cc1ccc(S(=O)(=O)C[C@@H]2OC[C@H](Cc3ccccc3)N2S(=O)(=O)c2ccc(C)cc2)cc1	-5.1%	3.8	-3.5%	x	-5.7%	-28.4%	i	-0.1	0.3%
CC(C)NC(=O)c1cc(C2CCCCN2C(=O)c2ccc(C#N)cc2)on1 (stereo not drawn)	-5.1%	6.8	-5.3%	-2.1%	2.3%	-7.9%	i	0.2	-2.6%
C=CCSc1nnc2n(CCc3ccccc3)c(=O)c3c4c(sc3n12)COC(C)(C)C4	-4.0%	5.3	9.5%	2.7%	16.0%	0.1%	i	0.1	-4.0%
O=C(N/N=C1\CC2CC=CC12)c1ccc(COc2ccccc2)cc1 (stereo not drawn)	-24.9%	-5.5	5.9%	2.7%	-0.1%	7.4%	i	-0.6	-4.6%

Compound profiles (already shown). Values in the order: EPAC1 antag	PI5P4Ka inh	EPAC1 ag	GLP-1R agonist	GLP1R cytotox	GLP-1R inv ag	PTHR1 ag	IL2 activator	PLK1 PBD block
Profile of CC(NC(=O)CCN1C(=O)c2ccccc2C1=O)c1ccc2c(c1)CCCC2 (stereo not drawn) : -1.0%	2.0	-12.4%	-0.6%	-2.5%	5.4%	-3.1%	0.6	-5.9%
Profile of CC(C)NC(=O)c1cc(C2CCCCN2C(=O)c2ccc(C#N)cc2)on1 (stereo not drawn) : -5.1%	6.8	-5.3%	-2.1%	2.3%	-7.9%	i	0.2	-2.6%

Carrying on:
SMILES	EPAC1 antag	PI5P4Ka inh	EPAC1 ag	GLP-1R agonist	GLP1R cytotox	GLP-1R inv ag	PTHR1 ag	IL2 activator	PLK1 PBD block
Cc1cc(N2C(=O)C(O)=C(C(=O)c3ccc(C)o3)C2c2cccc(Cl)c2)no1 (stereo not drawn)	-15.0%	u	-13.1%	-1.9%	-3.0%	-7.9%	-3.3%	-2.2	-13.1%
NC(=O)NC(=O)COC(=O)/C=C/c1cccs1	-0.9%	-1.9	14.2%	3.7%	3.2%	3.9%	i	-0.2	-0.8%
CC(Sc1nnc2ccccn12)C(=O)Nc1ccc(N2CCOCC2)cc1 (stereo not drawn)	-9.6%	-4.3	9.6%	14.2%	-3.3%	7.6%	i	0.1	-13.3%
CC(=O)c1cccc(NC(=O)c2ccc3c(Cl)c4c(nc3c2)CCCC4)c1	9.0%	-4.3	2.5%	7.7%	-1.2%	23.2%	-14.0%	1.7	-6.4%
CC(=O)c1cccc(NC(=S)NC(=O)c2ccccc2)c1	-10.3%	-5.7	-5.9%	-0.7%	-6.8%	0.3%	i	-0.3	-1.7%
Cc1c(C(=O)NCc2ccccc2C(F)(F)F)sc(=O)n1Cc1ccc2c(c1)OCO2	u	11.3	-1.6%	12.8%	-1.0%	u	i	-0.2	3.8%
O=[N+]([O-])c1ccc(NCc2ccccc2N2CCC(CO)CC2)nc1	5.6%	0.2	-11.9%	-3.7%	0.5%	-14.5%	-17.3%	0.8	-16.7%
COC(=O)CSc1nc2ccc(NC(C)=O)cc2s1	8.1%	6.0	-6.5%	-5.4%	-1.2%	0.3%	i	-3.4	-9.9%
CC(NC(=O)c1ccc(S(=O)(=O)N(C)C)cc1)c1ccccc1 (stereo not drawn)	0.7%	-4.6	-9.5%	-8.4%	-22.5%	0.5%	-15.8%	-2.8	u
CCN1C(=O)c2cccc3cccc1c23	-3.1%	x	2.9%	23.9%	84.7%[activator]	-0.6%	-5.6%	-2.2	21.2µM*
Cc1c(C=O)c2ccccc2n1CC(=O)NCc1ccccc1	-1.1%	1.0	-3.5%	1.2%	11.1%	-26.7%	-17.1%	-0.4	-3.3%
O=C(CN1CCN(c2ncccn2)CC1)NCc1ccc2c(c1)OCO2	-9.5%	-17.7	1.6%	-4.3%	11.9%[0.307 µM]	-7.4%[0.307 µM]	i	-0.2	-0.2%
O=C(O)Cn1nnnc1SCC(=O)Nc1ccc(F)cc1F	15.2%	2.3	0.8%	-0.1%	5.3%	3.4%	i	-0.2	-7.4%
O=C(CCN1C(=O)/C(=C/C=C/c2ccccc2)SC1=S)Nc1nc2ccccc2s1	9.6%	-2.4	-1.8%	0.2%	-10.1%	9.3%	i	0.5	2.8%
O=C(NCC(=O)N(Cc1ccc(F)cc1)C(C(=O)NC1CCCC1)c1ccco1)c1ccco1 (stereo not drawn)	-18.9%	6.4	8.9%	-7.0%	-17.6%	-23.2%	-9.9%[57.5 µM]	-0.5	-5.1%
CCOC(=O)C1=C(COC(=O)c2ccc(Br)o2)NC(=O)NC1C (stereo not drawn)	1.8%	1.0	-4.1%	u	1.9%	2.6%	-35.7%[inhibitor]	-3.4	-2.8%
CC(C)c1csc(CN2CCCC(CCC(=O)NCc3ccccc3F)C2)n1 (stereo not drawn)	-1.5%	6.2	2.3%	-1.4%	-23.9%	u	-24.3%	-2.3	-3.2%
O=C1C=C(Nc2ccc(Cl)cc2)C(=O)N1c1ccc(Cl)cc1	-11.8%	-4.1	-2.8%	-4.6%	-26.3%	-24.2%	i	20.7	-16.7%
CCN(CC)C(=O)c1sc(NC(=O)c2ccco2)c(C#N)c1C	-0.6%	x	8.3%	-3.1%	3.0%	4.6%	i	-1.7	0.7%
Nc1c(NCc2ccccc2)c(=O)[nH]c(=O)n1Cc1ccccc1	28.8%	-11.2	28.4%	4.0%	48.9%[activator]	0.3%	u	1.6	-10.8%
CC(C)n1c(SCC(=O)NCc2ccco2)nnc1C1CC1	12.3%	5.0	5.7%	-5.6%	-2.6%	5.9%	-13.0%	0.1	-3.7%
Cc1ccccc1OCc1nnc(SCc2nc3ccccc3c(=O)[nH]2)n1C	-2.3%	3.8	6.7%	-0.5%	-5.5%	0.8%	i	4.2	-6.1%
CC(=O)Nc1ccc(-c2cc(NC(C)=O)n(-c3ccccc3)n2)cc1	2.3%	-7.7	8.0%	-5.5%	-10.4%	10.7%	i	-0.8	1.5%
CCn1nnc(-c2ccccc2NS(=O)(=O)c2ccc(C(=O)OC)cc2)n1	-7.6%	x	24.6%	-0.3%	0.5%	0.0%	19.5%[57.5 µM]	-0.4	-1.3%
Cc1ccc(-n2nnnc2SC(C(=O)c2c[nH]c3ccccc23)c2ccccc2)cc1 (stereo not drawn)	-13.7%	9.7	-0.3%	1.6%	71.3%[activator]	2.7%	-3.4%	-0.6	-13.2%
